Screens: PubChem BioAssay, National Center for Advancing Translational Sciences (NCATS)
NPC1 prom act: NPC1 promoter activation | Huh7 NPC1 promoter luciferase reporter, 24 h | Potency, µM (highest dose often 9.22 µM), for inactives: at the top dose activation, hits mostly activators | 2.4% of 320,000 active;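 also: % of control where 0% means no effect; nearly all actives have a fitted effect of over 60% in size; reporter is driven by a mutant NPC1 promoter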
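Luminescence read-out of NPC1 promoter-driven luciferase in stably transfected Huh7 cells; compounds delivered in DMSO and left 24 h at 37C, 5% CO2, qHTS titration format.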
p53 reactivator: mutant p53 re-activation in reporter cells; Potency, µM (highest dose often 92.2 µM), for inactives: top-dose activity change, positive = activation, usual class: activators; 0.063% of 320,000 active; H1299 p53-A138V BP100-luciferase reporter, luminescence, 24 h; also: % of control where 0% means no effect; nearly all actives have a fitted effect of over 45% in size
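H1299 (p53-null), stable ts p53-A138V + BP100-Luc; 1000 cells/well, Opti-MEM/10% FBS; cpd 4 pt, 1:5; 24 h, 37 deg C, 5% CO2; detection reagent 10 min RT; luminescence.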
VP16 counter: Gal4-VP16 reporter inhibition counter-screen; Drosophila S2 Gal4-VP16 UAS-luciferase, luminescence, 20 h; Potency, µM (highest dose often 53.6 µM), inactives show at the top dose activity, negative = inhibition, hits mostly inhibitors; 3.5% of 310,000 active; AID 2546;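 also: Gal4-VP16 expression switched on by copper sulfate through the metallothionein promoter; % is scaled to controls: 0 for no effect and ±100 for the full control effect; nearly all actives have a fitted effect of over 50% in size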
uPA surface inh: cell surface uPA generation inhibition. cell surface uPA generation assay, qHTS. Potency, µM (doses to about 38.3 µM), for the others: top-dose activity change, negative = inhibition, usual class: inhibitors. 0.31% of 330,000 active. AID 540303; active = well fitted inhibition curve with a large enough effect; inconclusive = small, poorly fitted or top-dose-only effect; inactive = no such curve, though single readings can be large or run the other way; tested in mouse RAW 264.7 cells; also: % is scaled to controls: 0 for no effect and ±100 for the full control effect; nearly all actives have a fitted effect of over 55% in size
ELG1 genotox: inducers of genotoxicity in HEK293T ELG1-luciferase cells. HEK293T ELG1-luciferase reporter, luminescence, 16 h. Potency, µM (series often up to 46 µM), without a hit: at the highest dose activity change, positive = activation, actives largely listed as activators. 1.3% of 330,000 active; also: % of control where 0% means no effect; nearly all actives have a fitted effect of over 60% in size
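Genotoxic stress is detected as increased luminescence from luciferase-tagged ELG1 in HEK293T cells, measured with ONE-Glo after a 16 hr treatment at 37 °C.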
FLuc modulator: inhibits or activates purified firefly luciferase, miR-21 counter-screen. purified FLuc, Km substrates, luminescence inhibition. Potency, µM (highest dose often 57.5 µM), for the others: at the highest dose activity change, negative = inhibition, usual class: inhibitors. 6.9% of 360,000 active;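 also: plate controls were vehicle for no effect and reference inhibitor for full effect; nearly all actives have a fitted effect of over 55% in size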
Target sequence (P08659 whole entry, looked up): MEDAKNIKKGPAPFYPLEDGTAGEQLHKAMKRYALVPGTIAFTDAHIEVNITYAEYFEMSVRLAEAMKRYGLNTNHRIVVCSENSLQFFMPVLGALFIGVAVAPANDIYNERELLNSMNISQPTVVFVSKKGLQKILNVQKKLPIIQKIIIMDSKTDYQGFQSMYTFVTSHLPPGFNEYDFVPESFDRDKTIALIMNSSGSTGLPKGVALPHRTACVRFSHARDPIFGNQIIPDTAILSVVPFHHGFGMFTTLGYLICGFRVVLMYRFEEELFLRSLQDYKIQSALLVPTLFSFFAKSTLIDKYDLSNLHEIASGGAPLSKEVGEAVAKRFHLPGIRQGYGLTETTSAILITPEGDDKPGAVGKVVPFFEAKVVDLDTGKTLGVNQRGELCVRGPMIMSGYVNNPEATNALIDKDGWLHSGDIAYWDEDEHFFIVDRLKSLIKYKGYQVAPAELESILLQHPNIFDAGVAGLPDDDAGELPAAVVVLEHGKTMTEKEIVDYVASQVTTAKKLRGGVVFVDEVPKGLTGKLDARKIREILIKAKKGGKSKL
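Purified P. pyralis luciferase, 10 nM final, with Km-level 10 uM D-luciferin and 10 uM ATP in 50 mM Tris acetate pH 7.5, 10 mM Mg acetate, 0.01% Tween-20, 0.05% BSA; 6-point qHTS titration about 60 µM downward; luminescence read.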
BRCA1 expr up: BRCA1 expression activation; MCF7-BRCA1-FFLuc reporter, luminescence, 48 h; response scale: scaled: vehicle 0%, 10 µM genistein 100%; 1.1% of 380,000 active; Potency, µM (highest dose often 46.1 µM), inactives show top-dose activation, most hits filed as activators; also: nearly all actives have a fitted effect of over 80% in size; some results filed as inactive show a strong effect at the top dose
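MCF7-BRCA1-FFLuc cells, 2000/well in phenol-red-free MEM, attached 2 h then treated 48 h at 37 C. Luciferase luminescence read 15 min after reagent; normalized to genistein maximum activation (10microM) and DMSO, concentration-response fitted.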
MBNL1 CUG block: blocks human MBNL1 binding to CUG repeat RNA. AID 2675. TR-FRET MBNL1-His/biotin-(CUG)12 binding, 665/545 ratio. Q9NR56. Potency, µM (series often up to 57.5 µM), for the others: at the top dose activity change, negative = inhibition, usual class: inhibitors. 0.036% of 280,000 active; active = well fitted inhibition curve with a large enough effect in the signal ratio, with a control signal flat, not every such curve was filed as active; inconclusive = small, poorly fitted or top-dose-only effect, or effect the other way, or a change in a side signal; inactive = no such curve, though single readings can be large or run the other way; the % refers to the signal ratio; also: % is scaled to controls: 0 for no effect and ±100 for the full control effect
Target sequence (Q9NR56 whole entry, looked up): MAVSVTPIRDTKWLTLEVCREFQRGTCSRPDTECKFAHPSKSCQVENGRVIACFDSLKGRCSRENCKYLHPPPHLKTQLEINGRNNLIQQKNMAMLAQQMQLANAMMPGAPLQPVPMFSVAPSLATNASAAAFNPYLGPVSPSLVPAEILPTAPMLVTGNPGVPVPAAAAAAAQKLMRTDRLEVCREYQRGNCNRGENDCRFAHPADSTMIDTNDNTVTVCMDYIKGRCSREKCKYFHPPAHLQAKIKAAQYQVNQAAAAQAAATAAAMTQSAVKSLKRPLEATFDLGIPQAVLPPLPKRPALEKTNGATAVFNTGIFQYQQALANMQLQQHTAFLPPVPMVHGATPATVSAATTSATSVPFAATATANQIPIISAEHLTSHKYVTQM
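TR-FRET readout: Ex 340 nm, 665/545 nm emission ratio, normalized to buffer-only (basal) and MBNL1-(CUG)12 controls. Complex of MBNL1-His with Biotin-(CUG)12, compounds 92 nM–58 uM, incubated 60 min at room temperature.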
Rab9 promoter act: Rab9 promoter activation; Potency, µM (titrated, usually from 9.22 µM), inactives show at the top dose activation, negative = inhibition, actives largely listed as activators; Huh7 Rab9 promoter-luciferase reporter, luminescence, 24 h; 2.8% of 320,000 active; also: % of control where 0% means no effect; nearly all actives have a fitted effect of over 60% in size
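Quantitative HTS format; Huh7 Rab9-luciferase reporter cells (1500/well) receive compound 2 h post-plating, incubate 24 h at 37 °C, then get luciferase reagent for 10 min before luminescence reading.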
RORg inh: ROR gamma (mouse) transcription inhibition. P51450. Drosophila S2 Gal4-RORgamma UAS-luciferase reporter, 20 h. Potency, µM (highest dose often 53.6 µM), for inactives: at the top dose activity change, negative = inhibition, usual class: inhibitors. 5.4% of 310,000 active. AID 2551; also: % is scaled to controls: 0 for no effect and ±100 for the full control effect; nearly all actives have a fitted effect of over 60% in size
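Stable Schneider cell line, Gal4 DNA-binding domain fused to ROR gamma, UAS-luciferase. Cmpd 1 hr RT → CuSO4 700 uM final → 20 hr RT → luciferase reagent 10 min → luminescence.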
An asterisk follows results filed as active; & = joins results of further samples; [ ] = remark or other dose. Unless noted, calls follow the shape of the dose curve; as a rule, active = well fitted curve in the direction sought with a large enough effect; inconclusive = small, poorly fitted or top-dose-only effect, or another doubt; inactive = no such curve, though single readings can be large; an effect the other way counts as inactive or inconclusive. Potency is read from the fitted curve at half-maximal effect.

What do the screens show for `Cc1ccc(Cl)cc1N1CCN(C(=O)c2ccc(NC3=NC4CS(=O)(=O)CC4S3)cc2)CC1` (stereo unspecified)?
NPC1 prom act: 2%; p53 reactivator: 7%; VP16 counter: 21%; uPA surface inh: 1%; ELG1 genotox: 0%; FLuc modulator: 8%; BRCA1 expr up: -2%; MBNL1 CUG block: -5%; Rab9 promoter act: -3%; RORg inh: 2%

Results for COc1ccc(OCC(=O)NC(=S)Nc2ccccc2F)cc1 ?
NPC1 prom act: -4%; p53 reactivator: 19%; VP16 counter: -7%; uPA surface inh: -17%; ELG1 genotox: 6%; FLuc modulator: inconclusive; BRCA1 expr up: 22%; MBNL1 CUG block: 22%; Rab9 promoter act: 2%; RORg inh: inconclusive

What do the screens show for `COC(=O)c1ccc(Nc2cc(C)nc3nc(C)nn23)cc1`?
NPC1 prom act: 0%; p53 reactivator: -7%; VP16 counter: -11%; uPA surface inh: 3%; ELG1 genotox: -1%; FLuc modulator: -1%; BRCA1 expr up: 8%; MBNL1 CUG block: inconclusive; Rab9 promoter act: -8%; RORg inh: -6%

What do the screens show for `CCCCNC(=O)CCNS(=O)(=O)c1ccc(C)cc1`?
NPC1 prom act: -4%; p53 reactivator: -5%; VP16 counter: 3%; uPA surface inh: 9%; ELG1 genotox: 1%; FLuc modulator: 6%; BRCA1 expr up: 3%; MBNL1 CUG block: -3%; Rab9 promoter act: -8%; RORg inh: -24%

How did NC(=O)C1CCCN(S(=O)(=O)c2ccccc2)C1 (stereo unspecified) do in these assays?
NPC1 prom act: 1%; p53 reactivator: -12%; VP16 counter: -1%; uPA surface inh: 3%; ELG1 genotox: 0%; FLuc modulator: 1%[2.3 µM]; BRCA1 expr up: 16%; MBNL1 CUG block: -5%; Rab9 promoter act: -3%; RORg inh: -13%

How did Cc1cccc(C)c1N(CC(O)Cn1c2ccccc2c2ccccc21)S(C)(=O)=O (stereo unspecified) do in these assays?
NPC1 prom act: -6%; p53 reactivator: -3%; VP16 counter: -18%; uPA surface inh: -4%; ELG1 genotox: -18%; FLuc modulator: 4%; BRCA1 expr up: -52%; MBNL1 CUG block: -1%; Rab9 promoter act: 0%; RORg inh: 7%

How did COc1cnc(SCc2ccc(Cl)cc2Cl)nc1Cl do in these assays?
NPC1 prom act: 1%; p53 reactivator: inconclusive; VP16 counter: 11%; ELG1 genotox: -4%; FLuc modulator: -20%; BRCA1 expr up: 3%; MBNL1 CUG block: 7%; Rab9 promoter act: -1%; RORg inh: 17%

Results for COc1ccc(CNC(=O)CSc2nc3ccc(OC)cc3[nH]2)cc1 ?
NPC1 prom act: -2%; VP16 counter: -9%; uPA surface inh: 5%; ELG1 genotox: 0%; FLuc modulator: 4%; BRCA1 expr up: -15%; MBNL1 CUG block: -2%; Rab9 promoter act: 0%; RORg inh: 28%

Results for Cc1ccc(S(=O)(=O)NCC2(c3ccccc3)CCN(C)CC2)cc1 ?
NPC1 prom act: 2%; p53 reactivator: -16%; VP16 counter: -7%; uPA surface inh: -13%; ELG1 genotox: -4%; FLuc modulator: 1%; BRCA1 expr up: -13%; MBNL1 CUG block: 0%; Rab9 promoter act: 3%; RORg inh: 0%

Results for COc1ccc(Sc2nnc(Cc3ccccc3)c3ccccc23)cc1 ?
NPC1 prom act: -4%; p53 reactivator: -9%; VP16 counter: 6%; uPA surface inh: 0%; ELG1 genotox: -5%; FLuc modulator: -2%; BRCA1 expr up: -64%; MBNL1 CUG block: 75%[activator]; Rab9 promoter act: -1%; RORg inh: -39%

Results for Cn1c(=O)c2sccc2n2c(CCCC(=O)NCc3cccnc3)nnc12 ?
NPC1 prom act: 3%; p53 reactivator: 7%; VP16 counter: 5%; uPA surface inh: 15%; ELG1 genotox: 1%; FLuc modulator: 1%; BRCA1 expr up: -25%; MBNL1 CUG block: 1%; Rab9 promoter act: -1%; RORg inh: -9%

How did COc1cccc(NC(=O)Cc2nc(-c3ccccc3)sc2-c2ccc(C)cc2)c1 do in these assays?
NPC1 prom act: 3%; p53 reactivator: inconclusive; VP16 counter: inconclusive; uPA surface inh: 8%; ELG1 genotox: 1%; FLuc modulator: 15µM*; BRCA1 expr up: 37%; MBNL1 CUG block: 66%[activator]; Rab9 promoter act: 8%; RORg inh: inconclusive

How did CCC(=O)NCCn1c(C)cc2ccccc21 do in these assays?
NPC1 prom act: -2%; p53 reactivator: 1%; VP16 counter: 19%; uPA surface inh: 11%; ELG1 genotox: 2%; FLuc modulator: -2%; BRCA1 expr up: 23%; MBNL1 CUG block: inconclusive; Rab9 promoter act: -5%; RORg inh: -44%

Results for CCN(CC)C(=O)Oc1ccc(Br)cc1C(=O)Nc1ccc(F)cc1F ?
NPC1 prom act: -7%; p53 reactivator: 1%; VP16 counter: 7%; uPA surface inh: 6%; ELG1 genotox: -1%; FLuc modulator: 0%; BRCA1 expr up: -36%; MBNL1 CUG block: -3%; Rab9 promoter act: -2%; RORg inh: 9%

Results for CCOC(=O)C1CCN(Cc2ccc(F)c(Br)c2)CC1 ?
NPC1 prom act: -4%; p53 reactivator: -3%; VP16 counter: 2%; ELG1 genotox: 0%; FLuc modulator: 2%; BRCA1 expr up: 7%; MBNL1 CUG block: 0%; Rab9 promoter act: -6%; RORg inh: 14%

Arranged by length of the SMILES (lowest first): 3 of the compounds above
How did CCC(=O)NCCn1c(C)cc2ccccc21 do in these assays?
NPC1 prom act: -2%; p53 reactivator: 1%; VP16 counter: 19%; uPA surface inh: 11%; ELG1 genotox: 2%; FLuc modulator: -2%; BRCA1 expr up: 23%; MBNL1 CUG block: inconclusive; Rab9 promoter act: -5%; RORg inh: -44%

How did NC(=O)C1CCCN(S(=O)(=O)c2ccccc2)C1 (stereo unspecified) do in these assays?
NPC1 prom act: 1%; p53 reactivator: -12%; VP16 counter: -1%; uPA surface inh: 3%; ELG1 genotox: 0%; FLuc modulator: 1%[2.3 µM]; BRCA1 expr up: 16%; MBNL1 CUG block: -5%; Rab9 promoter act: -3%; RORg inh: -13%

How did COc1cccc(NC(=O)Cc2nc(-c3ccccc3)sc2-c2ccc(C)cc2)c1 do in these assays?
NPC1 prom act: 3%; p53 reactivator: inconclusive; VP16 counter: inconclusive; uPA surface inh: 8%; ELG1 genotox: 1%; FLuc modulator: 15µM*; BRCA1 expr up: 37%; MBNL1 CUG block: 66%[activator]; Rab9 promoter act: 8%; RORg inh: inconclusive

Remaining list, next part.
Results for O=C(c1cccc(NS(=O)(=O)c2ccc(Br)cc2)c1)N1CCCCC1 ?
NPC1 prom act: 4%; p53 reactivator: 0%; uPA surface inh: 2%; ELG1 genotox: 1%; FLuc modulator: 2%; BRCA1 expr up: -24%; Rab9 promoter act: -3%

Results for CC(C)(Cc1cccc(CC(C)(C)C(=O)O)c1)C(=O)O ?
NPC1 prom act: 0%; VP16 counter: 5%; uPA surface inh: -5%; ELG1 genotox: 2%; FLuc modulator: -1%; BRCA1 expr up: 13%; MBNL1 CUG block: -8%; Rab9 promoter act: 3%; RORg inh: 7%

Results for O=C(CCl)NC1CCCc2ccccc21 (stereo unspecified) ?
NPC1 prom act: -8%; p53 reactivator: -11%; VP16 counter: -5%; uPA surface inh: -4%; ELG1 genotox: -2%; FLuc modulator: -1%; BRCA1 expr up: -9%; MBNL1 CUG block: 0%; Rab9 promoter act: -9%; RORg inh: -11%

What do the screens show for `COC(=O)c1cc(S(=O)(=O)NCC2CCN(Cc3ccc(F)cc3)CC2)cn1C`?
NPC1 prom act: -4%; p53 reactivator: 10%; VP16 counter: -7%; uPA surface inh: 19%; ELG1 genotox: 0%; FLuc modulator: 3%&-3%; BRCA1 expr up: 16%; MBNL1 CUG block: -5%; Rab9 promoter act: -1%; RORg inh: -30%

What do the screens show for `COc1ccc(N2C(=NC(=O)CC3CCCCC3)SC3CS(=O)(=O)CC32)cc1` (stereo unspecified)?
NPC1 prom act: -1%; p53 reactivator: 19%; VP16 counter: 15%; uPA surface inh: -3%; ELG1 genotox: 1%; FLuc modulator: 1%; BRCA1 expr up: -2%; MBNL1 CUG block: 7%; Rab9 promoter act: -1%; RORg inh: -13%

Results for CC[C@H]1C(O)C[C@H]2CCN3C(=O)CCC[C@H]1[C@H]23 (stereo partly specified) ?
p53 reactivator: -5%; VP16 counter: -5%[96.6 µM]; uPA surface inh: -5%; ELG1 genotox: 4%; BRCA1 expr up: 9%; RORg inh: 6%[96.6 µM]

Results for CCOc1ccc(-c2cc(CCCC(=O)NCCc3ccc(OC)c(OC)c3OC)no2)cc1 ?
NPC1 prom act: 1%; p53 reactivator: -2%; VP16 counter: -11%; ELG1 genotox: -3%; FLuc modulator: inconclusive; BRCA1 expr up: -46%; MBNL1 CUG block: 2%; Rab9 promoter act: -11%; RORg inh: inconclusive

Results for COc1ccc(-n2nc([N+](=O)[O-])c(=NC3CCN(Cc4ccccc4)CC3)n2O)cc1 ?
NPC1 prom act: 1%; p53 reactivator: inconclusive; VP16 counter: -20%; uPA surface inh: -11%; ELG1 genotox: -2%; FLuc modulator: 0%; BRCA1 expr up: -29%; MBNL1 CUG block: inconclusive; Rab9 promoter act: -3%; RORg inh: -1%

What do the screens show for `CC(=O)N1CCN(c2ccc(NS(=O)(=O)c3ccc(C)cc3)cc2)CC1`?
NPC1 prom act: 4%; p53 reactivator: -3%; VP16 counter: 4%; uPA surface inh: 0%; ELG1 genotox: -3%; FLuc modulator: -2%; BRCA1 expr up: 3%; MBNL1 CUG block: 3%; Rab9 promoter act: -2%; RORg inh: 5%
